MLL CXXC-DNA inh: MLL CXXC-DNA interaction inhibition; MLL-CXXC / FITC-HOXA9 DNA fluorescence polarization; Potency, µM (top dose mostly 115 µM), for the others: at the top dose activity change, negative = inhibition, most hits filed as inhibitors; 0.037% of 290,000 active; active = well fitted inhibition curve with a large enough effect in the polarisation, with a control signal flat, not every such curve was filed as active; inconclusive = small, poorly fitted or top-dose-only effect, or effect the other way, or a change in a side signal; inactive = no such curve, though single readings can be large or run the other way; the % refers to the polarisation
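Fluorescence polarization: 7 uM MLL-CXXC (stock) preincubated 5 min with compounds, then 50 nM fluorescein-HOX-A9 DNA (stock) added; 30 min ambient. Buffer 50 mM Tris-HCl pH 7.5, 50 mM NaCl, 1 mM DTT, 0.05% BSA.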
FLuc modulator: inhibits or activates purified firefly luciferase, miR-21 counter-screen; purified FLuc, Km substrates, luminescence inhibition; 6.9% of 360,000 active; P08659; AID 588342; Potency, µM (series often up to 57.5 µM), without a hit: at the highest dose activity change, negative = inhibition, actives largely listed as inhibitors;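 also: plate controls were vehicle for no effect and reference inhibitor for full effect; nearly all actives have a fitted effect of over 55% in size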
Target sequence (P08659 whole entry, looked up): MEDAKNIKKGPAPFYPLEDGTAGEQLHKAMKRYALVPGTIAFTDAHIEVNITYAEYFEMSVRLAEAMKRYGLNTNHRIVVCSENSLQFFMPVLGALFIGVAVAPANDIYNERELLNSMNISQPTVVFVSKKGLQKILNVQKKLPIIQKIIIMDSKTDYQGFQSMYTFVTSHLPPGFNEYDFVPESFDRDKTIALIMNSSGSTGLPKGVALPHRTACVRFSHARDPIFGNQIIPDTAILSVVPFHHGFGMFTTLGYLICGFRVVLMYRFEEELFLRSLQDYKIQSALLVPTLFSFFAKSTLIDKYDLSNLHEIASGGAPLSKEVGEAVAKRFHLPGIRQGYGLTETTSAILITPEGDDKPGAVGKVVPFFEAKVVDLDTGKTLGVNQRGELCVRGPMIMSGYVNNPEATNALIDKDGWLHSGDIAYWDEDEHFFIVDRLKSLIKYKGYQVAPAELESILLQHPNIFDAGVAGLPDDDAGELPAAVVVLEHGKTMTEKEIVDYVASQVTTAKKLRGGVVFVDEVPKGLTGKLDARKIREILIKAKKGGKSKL
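Purified P. pyralis luciferase, 10 nM final, with Km-level 10 uM D-luciferin and 10 uM ATP in 50 mM Tris acetate pH 7.5, 10 mM Mg acetate, 0.01% Tween-20, 0.05% BSA; 6-point qHTS titration about 60 µM downward; luminescence read.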
p53 reactivation: mutant p53 re-activation in reporter cells | H1299 p53-A138V BP100-luciferase reporter, luminescence, 24 h | Potency, µM (series often up to 92.2 µM), inactives show top-dose activity change, positive = activation, actives largely listed as activators | 0.063% of 320,000 active; also: % of control where 0% means no effect; nearly all actives have a fitted effect of over 45% in size
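p53-null H1299 cells stably carrying temperature-sensitive p53-A138V and a BP100-luciferase reporter were pinned with compounds (4-point, 1:5 series) and held 24 hrs at 37 deg C. Luminescence was read 10 min after detection reagent.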
BRCA1 expr act: increases BRCA1 expression. MCF7-BRCA1-FFLuc reporter, luminescence, 48 h; response scale: scaled: vehicle 0%, 10 µM genistein 100%. Potency, µM (titrated, usually from 46.1 µM), for inactives: top-dose activation, usual class: activators. 1.1% of 380,000 active; also: nearly all actives have a fitted effect of over 80% in size; some results filed as inactive show a strong effect at the top dose
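MCF7 cells carrying a BRCA1-firefly luciferase reporter (2000 cells/well, phenol-red free MEM) were attached for 2 h at 37 °C, then given compounds for 48 h. Luminescence was read 15 min after luciferase reagent; activity normalized to genistein (10 microM) and DMSO.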
MBNL1 CUG block: MBNL1-poly(CUG) RNA binding inhibition | Potency, µM (titrated, usually from 57.5 µM), without a hit: at the highest dose activity change, negative = inhibition, most hits filed as inhibitors | 0.036% of 280,000 active | TR-FRET MBNL1-His/biotin-(CUG)12 binding, 665/545 ratio; active = well fitted inhibition curve with a large enough effect in the signal ratio, with a control signal flat, not every such curve was filed as active; inconclusive = small, poorly fitted or top-dose-only effect, or effect the other way, or a change in a side signal; inactive = no such curve, though single readings can be large or run the other way; the % refers to the signal ratio; also: % is scaled to controls: 0 for no effect and ±100 for the full control effect
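His-tagged MBNL1 binding to biotinylated (CUG)12 RNA was measured by TR-FRET using terbium anti-His antibody (0.055 ng/ul final) and streptavidin-XL665 (5 nM final). Compounds were titrated 92 nM to 58 uM; 60 min at room temperature.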
uPA surface inh: inhibitors of cell surface uPA generation; cell surface uPA generation assay, qHTS; Potency, µM (titrated, usually from 38.3 µM), inactives show top-dose activity change, negative = inhibition, usual class: inhibitors; 0.31% of 330,000 active; AID 540303; active = well fitted inhibition curve with a large enough effect; inconclusive = small, poorly fitted or top-dose-only effect; inactive = no such curve, though single readings can be large or run the other way; tested in mouse RAW 264.7 cells; also: % is scaled to controls: 0 for no effect and ±100 for the full control effect; nearly all actives have a fitted effect of over 55% in size
Gal4-VP16 FLuc: inhibits Gal4-VP16 luciferase reporter, ROR gamma counter-screen; Drosophila S2 Gal4-VP16 UAS-luciferase, luminescence, 20 h; Potency, µM (doses to about 53.6 µM), inactives show at the highest dose activity, negative = inhibition, hits mostly inhibitors; 3.5% of 310,000 active;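 also: Gal4-VP16 expression switched on by copper sulfate through the metallothionein promoter; % is scaled to controls: 0 for no effect and ±100 for the full control effect; nearly all actives have a fitted effect of over 50% in size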
NPC1 prom act: activates the NPC1 promoter; Huh7 NPC1 promoter luciferase reporter, 24 h; 2.4% of 320,000 active; Potency, µM (doses to about 9.22 µM), for inactives: at the top dose activation, actives largely listed as activators;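 also: % of control where 0% means no effect; nearly all actives have a fitted effect of over 60% in size; reporter is driven by a mutant NPC1 promoter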
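Compounds in DMSO were transferred onto Huh7 NPC1-luciferase reporter cells pre-incubated 2 h; after 24 h at 37 °C, Amplite reagent was dispensed and luminescence recorded 10 min later.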
RORgamma inh: blocks mouse ROR gamma transcriptional activity. P51450. Drosophila S2 Gal4-RORgamma UAS-luciferase reporter, 20 h. Potency, µM (highest dose often 53.6 µM), for the others: top-dose activity change, negative = inhibition, hits mostly inhibitors. 5.4% of 310,000 active. AID 2551; also: % is scaled to controls: 0 for no effect and ±100 for the full control effect; nearly all actives have a fitted effect of over 60% in size
Target sequence (P51450 whole entry, looked up, the tested form may be a part): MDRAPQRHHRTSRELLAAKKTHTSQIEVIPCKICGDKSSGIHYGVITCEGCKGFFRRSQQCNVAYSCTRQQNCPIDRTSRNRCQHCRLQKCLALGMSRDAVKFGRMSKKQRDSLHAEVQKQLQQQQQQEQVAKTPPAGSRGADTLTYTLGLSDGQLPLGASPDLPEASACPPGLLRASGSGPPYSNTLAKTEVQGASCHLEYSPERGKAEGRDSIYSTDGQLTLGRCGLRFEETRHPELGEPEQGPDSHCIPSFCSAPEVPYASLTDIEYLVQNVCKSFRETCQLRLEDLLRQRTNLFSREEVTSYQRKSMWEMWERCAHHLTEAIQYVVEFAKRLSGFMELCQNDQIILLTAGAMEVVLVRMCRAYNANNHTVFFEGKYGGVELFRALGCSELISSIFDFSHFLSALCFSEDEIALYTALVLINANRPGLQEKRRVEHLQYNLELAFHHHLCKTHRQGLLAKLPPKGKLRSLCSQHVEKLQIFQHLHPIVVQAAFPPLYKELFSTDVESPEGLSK
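Schneider cells (Drosophila), stable Gal4 DBD–ROR gamma + UAS-luc; 1 hr cmpd preincubation; Cu2+ induction 700 uM final; 20 hr ambient; luminescence.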
ELG1 genotox: induces genotoxicity in HEK293T cells with luciferase-tagged ELG1; HEK293T ELG1-luciferase reporter, luminescence, 16 h; Potency, µM (titrated, usually from 46 µM), inactives show at the top dose activity change, positive = activation, usual class: activators; 1.3% of 330,000 active; AID 504466; also: % of control where 0% means no effect; nearly all actives have a fitted effect of over 60% in size
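Cells (2,000/well) expressing the ELG1-luciferase fusion are dosed by pin tool and kept 16 hr at 37 °C, 5% CO2. Signal comes from ONE-Glo luciferase reagent after 30 min at room temperature.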
Rab9 promoter act: activators of Rab9 promoter | Huh7 Rab9 promoter-luciferase reporter, luminescence, 24 h | Potency, µM (top dose mostly 9.22 µM), for the others: top-dose activation, negative = inhibition, most hits filed as activators | 2.8% of 320,000 active | AID 485297; also: % of control where 0% means no effect; nearly all actives have a fitted effect of over 60% in size
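Cells were plated at 1500 per well in reduced-serum medium with 10% FBS and left 2 h. Compound in DMSO was then added for 24 h at 37 °C. Reporter signal was read by luminescence after 10 min with luciferase detection reagent.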
Numbers without * were called inactive; ? = inconclusive; . = no result given; [ ] = remark or other dose. Unless noted, calls follow the shape of the dose curve; as a rule, active = well fitted curve in the direction sought with a large enough effect; inconclusive = small, poorly fitted or top-dose-only effect, or another doubt; inactive = no such curve, though single readings can be large; an effect the other way counts as inactive or inconclusive. Potency is read from the fitted curve at half-maximal effect. A portion of the library, so the mix of outcomes need not match the whole.

Start of the listing, in advance, 2 compounds:
SMILES	MLL CXXC-DNA inh	FLuc modulator	p53 reactivation	BRCA1 expr act	MBNL1 CUG block	uPA surface inh	Gal4-VP16 FLuc	NPC1 prom act	RORgamma inh	ELG1 genotox	Rab9 promoter act
O=C(COc1ccc(S(=O)(=O)NC2CCCC2)cc1)N1CCCCC1	3%	2%	-10%	-9%	1%	-38%	-6%	-3%	4%	1%	0%
COc1ccc(-c2cn3cccnc3n2)cc1NC(=O)CC(C)C	6%	-18%	0%	-9%	29%	.	-6%	-3%	-11%	0%	2%

All compounds of this part, from the start:
SMILES	MLL CXXC-DNA inh	FLuc modulator	p53 reactivation	BRCA1 expr act	MBNL1 CUG block	uPA surface inh	Gal4-VP16 FLuc	NPC1 prom act	RORgamma inh	ELG1 genotox	Rab9 promoter act
O=C(COc1ccc(S(=O)(=O)NC2CCCC2)cc1)N1CCCCC1	3%	2%	-10%	-9%	1%	-38%	-6%	-3%	4%	1%	0%
COc1ccc(-c2cn3cccnc3n2)cc1NC(=O)CC(C)C	6%	-18%	0%	-9%	29%	.	-6%	-3%	-11%	0%	2%
C/C(=N\NC(=O)c1cc2ccccc2cc1O)c1cccs1	-3%	3.8µM*	?	2%	-2%	-11%	?	0.56µM*	-38%	?	0.63µM*
COc1ccccc1N1CC(C(=O)Nc2nnc(SCc3cccnc3)s2)CC1=O (configuration not stated)	2%	0%	-3%	-14%	6%	-11%	-15%	-3%	22%	-1%	1%
COc1cc(NC(=S)NC2CC(C)(C)NC(C)(C)C2)c(OC)cc1Cl	3%	-1%	-1%	0%	-3%	-2%	-5%	-6%	-2%	7%	-5%
CSCCC(NC(=O)c1cccc([N+](=O)[O-])c1)C(=O)OCC(=O)N1CCCC1=O (configuration not stated)	.	-1%	1%	-16%	.	-2%	.	-1%	.	7%	-5%
CC1(C)CC(=O)C(C(C2=C(O)CC(C)(C)CC2=O)c2cccs2)C(=O)C1 (configuration not stated)	?	17µM*	28%	-5%	-15%	10%	11%	-4%	?	3%	-1%
CC(=O)Nc1ccc(NC(=O)CN(c2cccc(C(C)=O)c2)S(C)(=O)=O)cc1	2%	2%	3%	0%	4%	0%	-5%	-3%	-15%	2%	-16%
CCc1nnc(-n2nc(C)cc2-c2ccccc2)n1N	9%	2%	-4%	-27%	-3%	6%	5%	9%	-1%	2%	9%
Cc1cc(C)nc(N2C(=O)CC(Cc3ccccc3)C2=O)n1 (configuration not stated)	-4%	2%	-1%	0%	-9%	.	3%	3%	-14%	-2%	-1%
CC(=O)N1CCN(c2ccc(NC(=O)c3cccc(C)c3)cc2)CC1	-5%	-17%	-7%	33%	8%	-1%	-8%	?	21%[1.91 µM]	14%	24%
CN(C(=O)COC(=O)c1ccc(CN2CCCC2=O)cc1)c1ccccc1	.	.	2%	5%	.	8%	.	0%	.	2%	-4%
O=C(N/N=C/c1cccc(Oc2ccccc2)c1)c1cc[n+]([O-])cc1	-3%	?	1%	27%	?	3%	-7%	0%	-1%	2%	-4%
Cc1cc(C)c2c(=O)c(/C=C3\NC(=S)NC3=O)coc2c1	-8%	-20%	3%	.	-15%	.	-3%	1%	-2%	0%	-5%
CCCCNC(=O)/C(C#N)=C/c1cccnc1	-2%	1%	5%	-36%	.	0%	-6%	4%	-11%	13%	3%
CSc1nccc(-c2c(-c3ccc(Cl)cc3)noc2C)n1	-1%	0%	-2%	4%	-11%	-13%	-2%	0%	6%	-6%	-5%
O=C(COC(=O)/C=C/c1ccccc1Cl)NC1CCCCCC1	-7%	-1%	11%	-27%	6%	11%	-11%	-1%	-15%	-2%	2%
Cc1cc(C)cc(NC(=O)Cn2c(SCc3cc(C)ccc3C)nc3ccncc32)c1	37%[activator]	-1%	?	.	135%[activator]	.	0%	10%	-37%	16%	11%
COC(=O)c1cc(NS(=O)(=O)c2ccc(N3CCOCC3)c(N)c2)cc(C(=O)OC)c1	-5%	1%	2%	1%	-11%	-8%	-12%	-8%	26%	-1%	-1%
COC(=O)c1cn(C(=O)c2cc(Cl)ccc2Cl)c2ccccc12	-8%	-1%	.	-6%	1%	-3%	0%	0%	5%	2%	0%
CCOC(=O)N1CCN(S(=O)(=O)c2ccc(C(=O)N(CCN(CC)CC)c3nc4c(C)cccc4s3)cc2)CC1	?	4%	9%	-15%	-5%	5%	18%	-1%	15%	-8%	2%
Clc1ncn(C23CC4CC(CC(C4)C2)C3)n1	3%	0%	-5%	-11%	1%	0%	4%	16%	1%	0%	-5%
Cc1cccc(N2CCN(C(=O)c3ccc(-n4cncn4)c([N+](=O)[O-])c3)CC2)c1C	16%	3%	-8%	-29%	?	-13%	0%	-6%	-1%	-14%	-1%
Cc1ccc(C(=O)O/N=C(\N)c2ccccn2)cc1Cl	-2%	0.17µM*	-2%	-57%	-2%	8.9µM*	?	1.6µM*	36%[1.91 µM]	?	3.2µM*

5 entries already listed, sorted by the number in NPC1 prom act, ascending.
| SMILES | NPC1 prom act |
| --- | --- |
| COC(=O)c1cc(NS(=O)(=O)c2ccc(N3CCOCC3)c(N)c2)cc(C(=O)OC)c1 | -8% |
| Cc1cccc(N2CCN(C(=O)c3ccc(-n4cncn4)c([N+](=O)[O-])c3)CC2)c1C | -6% |
| O=C(COC(=O)/C=C/c1ccccc1Cl)NC1CCCCCC1 | -1% |
| O=C(N/N=C/c1cccc(Oc2ccccc2)c1)c1cc[n+]([O-])cc1 | 0% |
| Cc1cc(C)cc(NC(=O)Cn2c(SCc3cc(C)ccc3C)nc3ccncc32)c1 | 10% |

Later entries
SMILES	MLL CXXC-DNA inh	FLuc modulator	p53 reactivation	BRCA1 expr act	MBNL1 CUG block	uPA surface inh	Gal4-VP16 FLuc	NPC1 prom act	RORgamma inh	ELG1 genotox	Rab9 promoter act
COCCCNc1nc2c(c(=O)[nH]c(=O)n2C)n1CCCc1ccccc1	-2%	-1%	1%	-10%	2%	-2%	-10%	3%	-1%	6%	-7%
COc1cccc(/C(=N/O)C2CC2c2ccc(Cl)cc2)c1 (configuration not stated)	2%	2%	0%	28%	-3%	0%	-8%	-6%	14%	-4%	-5%
NC(Cc1cccc2nsnc12)C(=O)O (configuration not stated)	11%	-1%	6%	-18%	21%	0%	-4%	1%	-11%	2%	1%
COc1ccc(-c2csc(N(CC(C)C)C(=O)c3ccco3)n2)cc1	2%	0%	.	-3%	-1%	1%	6%	-2%	21%	0%	2%
Cc1ccc(OCCCC(=O)ON=C(N)c2ccccc2C)cc1	.	1%	-2%	6%	.	12%	.	-6%	.	4%	-2%
Oc1cc(Cc2ccccc2)cnc1CN1CCOCC1	0%	3%	2%	41%	6%	11%	-9%	?	7%	2%	-2%
COC(=O)c1[nH]c2cccc(OC)c2c1NC(=O)CN1CCN(c2cccc(OC)c2)C(C)C1 (configuration not stated)	-6%	-1%	-12%	-31%	8%	-18%	0%[0.365 µM]	1%	-32%	-33%[inhibitor]	-10%
CCC(NC(=O)NNC(N)=S)(C(F)(F)F)C(F)(F)F	-4%	-2%	12%	13%	-7%	4%	-15%	-6%	11µM*	-1%	-7%
COc1ccc(NC(=S)N/N=C/c2ccc(F)cc2)cc1OC	-3%	?	10%	?	-2%	-2%	2.5µM*	?	0.63µM*	10%	23%
CC(=O)c1cccc(NC(=O)/C(=C/c2ccncc2)NC(=O)c2ccccc2)c1	21%	0%	-2%	-9%	2%	1%	-1%	0%	-3%	0%	2%
O=C(Cc1c[nH]c2ccccc12)Nc1nc2ccccc2[nH]1	-11%	?	13%	31%	15%	2%	?	25%	?	15%	?
C=CCNc1nc(C(=O)OCC(=O)NCc2cccc(Cl)c2)cs1	.	7%	-5%	6%	.	-4%	.	1%	.	4%	-1%
Cc1ccc2c(c1)NC(=O)C(CC(=O)NCCCN1CCCCC1)O2 (configuration not stated)	-7%	5%	-6%	-7%	-11%	0%	0%	-2%	10%	1%	-2%
CN(C)c1ccc(N2C(=NC(=O)CCC3CCCC3)SC3CS(=O)(=O)CC32)cc1 (configuration not stated)	4%	1%	-3%	15%	0%	5%	-3%	-1%	0%	4%	-12%
COc1cccc(NC(=O)c2oc3ccccc3c2NC(=O)C2CC2)c1	6%	2%	-1%	-10%	0%	.	-5%	1%	1%	-26%	13%

Screens as filed in PubChem BioAssay.
